High-throughput results deposited in PubChem BioAssay by several laboratories.
AID2073: inhibitors of Mint1-CaV2.2 protein interaction, biochemical, HTRF (AID 2073) | HTRF protein-protein interaction, Mint1-CaV2.2; higher % means a stronger effect | 0.19% of 290,000 active | inhibition, % at 20 µM, or IC50 in µM where a hit was titrated; in the data active = inhibition mostly above about 51%, no sharp cut-off; inconclusive = no clear call, values can overlap the other calls; inactive = mostly below about 53%; note: some results filed as inactive read as strong as hits
RSV CPE inhibition: inhibition of RSV-induced cytopathic effect – HEp-2 cells, primary 10 µM value included (AID 2391). HEp-2 cells, RSV-induced CPE inhibition; higher % means a stronger effect. one-dose CPE inhibition, % at 10 µM; IC50 in µM for titrated hits. 0.13% of 310,000 active; in the data active = a potency from the dose series; inconclusive = CPE inhibition mostly from about 23% at the one dose, without a potency; inactive = the rest, 99 in 100 with CPE inhibition below about 21%; note: strong numbers were not always called active
SIAH1 antagonists: Siah-1 peptide-binding antagonists, primary screen, biochemical, fluorescence polarization, rhodamine-plectin, uHTS (AID 1817); Siah-1 / rhodamine-plectin peptide fluorescence polarization; higher % means a stronger effect; one-dose displacement, % at 20 µM; IC50 in µM for titrated hits; 0.02% of 290,000 active;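 active = displacement of at least 50% at 20 µM, with a fluorescence ratio check between 0.3 and a set limit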;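 note: plate controls were Siah plus tracer with DMSO for no effect and tracer alone without Siah for full effect; strong numbers were not always called active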
Dengue-2 NS5 capping: Dengue-2 NS5 methyltransferase inhibitors, primary screen, biochemical, confirmation dose response (AID 588689). Dengue-2 NS5 methyltransferase capping enzyme assay, biochemical; higher % means a stronger effect. inhibition, % at 25 µM, or IC50 in µM where a hit was titrated. 0.3% of 340,000 active; in the data active = a potency from the dose series; inconclusive = inhibition above about 29% without an active follow-up result
West Nile virus CPE: inhibition of WNV-induced cytopathic effect – cell-based, CPE readout (AID 1621). West Nile virus-infected cells, CPE inhibition; higher % means a stronger effect. CPE inhibition, % at 10 µM; hits with a dose series show IC50 in µM. 0.02% of 290,000 active; in the data active = a potency from the dose series; inconclusive = CPE inhibition mostly from about 3.7% at the one dose, without a potency; inactive = the rest, 99 in 100 with CPE inhibition below about 2.2%; note: strong numbers were not always called active
Large T inhibition: TAg ATPase/helicase activity blockers – biochemical (AID 1903); SV40 large T antigen ATPase/helicase inhibition assay; higher % means a stronger effect; inhibition, % at 20 µM, or IC50 in µM where a hit was titrated; 0.39% of 310,000 active; in the data active = a potency from the dose series; inconclusive = inhibition mostly from about 32% at the one dose, without a potency; inactive = the rest, 99 in 100 with inhibition below about 32%; note: strong numbers were not always called active
MgcRacGAP inhibition: MgcRacGAP GTPase-activating activity inhibitors, confirmation, biochemical, ADP Hunter fluorescence. 0.6% of 340,000 active. inhibition, % at 30 µM, or IC50 in µM where a hit was titrated. MgcRacGAP-stimulated Rac1 GTP hydrolysis, ADP Hunter fluorescence; higher % means a stronger effect; GST-tagged Rac1 F28L mutant substrate;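 active = first-screen hits whose inhibition reached a set limit at any dose in the follow-up dose series; inconclusive = inhibition above the set first-screen limit but never retested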;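 note: fluorescence reports GDP produced by GAP-driven GTP hydrolysis; strong numbers were not always called active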
NTR1 ag: agonists of NTR1, primary screen, imaging, U2OS cells, beta-arrestin-GFP, high content (AID 493036); P30989; NTR1-U2OS beta-arrestin-GFP spot imaging, agonist mode; activation, % at 20 µM; 0.17% of 330,000 active;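 active = activation at or above 40% of the spot to cytoplasm intensity ratio, with at least 20 cells analyzed; inconclusive = wells under 20 cells, flagged as cytotoxic or low count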;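 note: 0% = DMSO without peptide and 100% = 100 nM NTR1 peptide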
Target sequence (P30989 whole entry, looked up): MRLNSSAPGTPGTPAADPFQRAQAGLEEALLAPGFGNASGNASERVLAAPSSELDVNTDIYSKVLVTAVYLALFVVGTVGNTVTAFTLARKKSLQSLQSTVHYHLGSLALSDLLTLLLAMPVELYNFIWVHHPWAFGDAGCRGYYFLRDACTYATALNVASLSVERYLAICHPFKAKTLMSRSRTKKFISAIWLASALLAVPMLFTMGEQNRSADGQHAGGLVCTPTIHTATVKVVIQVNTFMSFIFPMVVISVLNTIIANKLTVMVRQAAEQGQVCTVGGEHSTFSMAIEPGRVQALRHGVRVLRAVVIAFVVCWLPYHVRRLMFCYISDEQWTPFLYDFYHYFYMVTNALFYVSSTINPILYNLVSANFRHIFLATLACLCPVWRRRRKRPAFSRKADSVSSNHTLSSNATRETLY
UTI89 phage lysis: protection from phage-mediated lysis, alamar blue read-out – E. coli UTI89, K1F phage, bacterial capsule biogenesis inhibitors (AID 488966). 0.02% of 340,000 active. E. coli UTI89 K1F phage lysis, alamar blue, 2 h; higher % means a stronger effect. one-dose inhibition, % at 100 µM; IC50 in µM for titrated hits;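 active = phage lysis inhibition, versus mean bacterial control, above a set limit; inconclusive = no clear call, values can overlap the other calls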;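 note: capsule biogenesis inhibitors block K1F phage lysis so surviving cells raise fluorescence; higher fluorescence means more inhibition of phage lysis; actives were called in the ten point dose series up to 300 µM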
NTR1 ag cell count 20 µM: second read-out of NTR1 ag, no call of its own (marks repeat the call); cell count; measured here: cell count, cytotoxicity flag
Dengue-2 NS5 capping pilot replicate: further read-out of Dengue-2 NS5 capping, marked with its call; inhibition, %; measured here: pilot screen replicate inhibition
* hit, by the source's call; ? = inconclusive; . = no result given; [ ] = another dose, or the depositor's remark.

SMILES	AID2073	RSV CPE inhibition	SIAH1 antagonists	Dengue-2 NS5 capping	West Nile virus CPE	Large T inhibition	MgcRacGAP inhibition	NTR1 ag	NTR1 ag cell count 20 µM	UTI89 phage lysis	others
COc1ccc(-c2c(-c3ccccc3OC)oc3ccccc23)cc1F	.	-0.1%	.	-1.6%	.	.	2.6%	0.2	23	1.5%
CC(C)c1ccc(NC(=S)NCc2cccs2)cc1	4.5%	-1.8%	6.0%	-5.5%	-1.4%	26.8%	9.9%	-2.3	99	-7.7%
C=CCNCc1cccn1-c1sc2c(c1C#N)CCCC2	-9.1%	2.4%	1.7%	-3.0%	-0.8%	14.8%	30.0%	-0.6	75	-0.1%
Cc1ccc(C2(C)NC(=O)N(CC(=O)N3CCN(S(=O)(=O)c4cccc(F)c4)CC3)C2=O)cc1 (stereo not drawn)	12.2%	0.8%	-4.9%	3.3%	-0.3%	5.4%	9.3%	0.3	52	1.8%[50 µM]
CCCNC(=O)NC(=O)CSc1nc2ccccc2c(=O)n1Cc1ccncc1	-0.2%	1.3%	11.5%	0.0%	-0.8%	25.9%	3.5%	-0.3	72	0.1%[50 µM]
CCCCN1C(=O)/C(=C/C=C2\SCCN2C)SC1=S	-0.6%	.	-1.1%	?	-0.7%	13.4%	7.8%	-3.3	92	-1.1%
CCCc1nnc(SCC(=O)O)n1CC	-7.1%	0.2%	12.9%	-3.1%	0.0%	8.6%	-6.0%	1.8	48	0.2%
NC(=O)Nc1ccc(C(=O)OCC(=O)Nc2ccc([N+](=O)[O-])cc2C(F)(F)F)cc1	-5.1%	2.4%	-5.7%	-0.4%	-0.3%	1.7%	5.9%	0.5	50	1.8%
CCOC(=O)c1ccc(NC(=S)NCc2ccc(F)cc2)cc1	.	1.7%	.	-2.3%	.	5.8%	4.2%	8.0	47	-0.4%
COCc1nnc(NC(=O)c2cc(OC)c(OC)cc2[N+](=O)[O-])s1	2.8%	-0.1%	2.4%	0.0%	-0.3%	0.3%	3.0%	0.7	62	3.4%
Cc1cccc(NC(=O)C(=O)NCC2CCCO2)c1 (stereo not drawn)	5.6%	0.3%	4.4%	-10.4%	-0.2%	.	6.3%	0.9	56	0.4%
O=C(CSc1ccc(Cl)cc1)Nc1cccc(NC(=O)c2ccco2)c1	0.9%	4.8%	-1.6%	-3.5%	-0.2%	5.8%	0.4%	1.2	47	0.0%
O=C(O)c1cccc(S(=O)(=O)N2CCOCC2)c1	-0.9%	1.6%	-0.5%	0.0%	0.1%	1.4%	16.1%	-0.1	73	-1.1%
CCn1c(CNC(=O)c2ccc(F)cc2)cc2ccccc21	-4.4%	3.2%	1.9%	-2.7%	-1.0%	38.4%	3.3%	1.0	48	0.2%
O=C(Nc1nc2ccsc2c(=O)s1)C1CCC1	-3.2%	.	1.9%	.	-0.1%	7.8%	.	0.0	43	.
Cc1ccc(C(=O)COc2ccc3c(C)cc(=O)oc3c2)cc1	21.8%	2.9%	2.8%	-12.2%	-0.8%	6.8%	6.6%	1.8	85	0.2%
Cc1cc(C)nc(SCc2cn3c(C)cc(C)nc3n2)n1	-5.2%	2.7%	-4.6%	-6.1%	0.1%	5.1%	5.7%	0.1	45	0.5%
Cc1ccc(S(=O)(=O)NCCNC(=O)N2CCOCC2)cc1	9.2%	0.6%	0.4%	-5.5%	-0.3%	5.5%	3.5%	0.9	85	0.9%	Dengue-2 NS5 capping pilot replicate=-5.2
Fc1ccccc1NC(=S)Nc1ccc(Br)cc1	-12.5%	0.9%	0.0%	-2.6%	-0.2%	2.3%	8.6%	3.7	96	0.6%[50 µM]
CC(C)(C)OC(=O)NCCCC[C@H](NC(=O)c1[nH]cnc1C(=O)Nc1ccccc1)C(=O)OC(C)(C)C	5.1%	-4.7%	-2.8%	-4.8%	0.7%	6.7%	13.8%	19.8	87	1.3%
CC(=O)Nc1ccc(NC(=O)c2sc3nc4n(c(=O)c3c2C)CCCCC4)cc1	-5.3%	0.8%	10.8%	3.8%	-1.0%	11.9%	2.7%	0.8	37	-0.2%
O=C(Nc1nc2c(Cl)c(Cl)ccc2s1)C1CC1	-3.0%	3.2%	0.2%	0.0%	0.1%	15.0%	5.7%	2.0	97	2.1%
Cc1ccc(NC(=O)Cn2cc(C(=O)C3CC3)c3ccccc32)cc1	-1.8%	1.2%	9.1%	-6.2%	-0.5%	8.6%	6.3%	-1.4	75	0.9%
Cn1cc(C(=O)c2cccc(Cl)c2)cc1/C=N\O	1.6%	3.5%	-0.3%	-8.8%	-0.4%	-3.0%	7.0%	-0.4	80	-0.5%
Cc1cccc(C(=O)Nc2ccc(S(=O)(=O)N3CCOCC3)cc2C)c1	4.1%	1.4%	2.5%	-1.9%	-0.5%	11.5%	-5.3%	-1.0	55	1.9%
COc1ccccc1C1=CC(=O)CC(C)(C)C1=O	.	-0.2%	.	4.0%	.	.	-0.3%	-0.9	60	2.5%
CCOC(=O)c1c(C)[nH]c(C(=O)N2CCc3cc(OC)c(OC)cc3C2)c1C	.	42.3%	.	-5.0%	.	12.2%	4.0%	0.5	83	0.5%[50 µM]
COC(=O)C1=C(C)N(C)C(=O)NC1c1ccccc1 (stereo not drawn)	1.5%	1.9%	3.0%	-6.9%	0.1%	16.5%	1.0%	0.4	45	8.2%
CCN(CCn1cccn1)Cc1cn[nH]c1-c1ccc(OC)cc1F	10.3%	-1.1%	-6.8%	-5.3%	0.8%	10.2%	9.6%	-0.8	58	-0.1%
CCn1c(CNC(=O)COc2c(C)cccc2C)nnc1SCC(=O)Nc1nccs1	19.3%	-0.2%	3.0%	-8.2%	-0.8%	-1.1%	8.6%	0.6	69	8.3%
COc1cccc2c1OC1(C)CC2NC(=O)N1c1cccc(C(=O)Nc2ccc3c(c2)OCCO3)c1 (stereo not drawn)	-2.6%	4.0%	1.2%	-5.9%	?	9.0%	4.5%	-1.8	37	2.4%
COc1cccc(-c2sc3ccc(OC)cc3c2-c2ccc(OC)cc2F)c1	.	3.1%	.	-4.0%	.	.	0.0%	5.4	54	0.1%
CCOC(=O)c1oc2cc(OCC(=O)OC)ccc2c(=O)c1-c1ccc(OC)c(OC)c1	6.2%	1.4%	2.3%	-6.3%	0.8%	22.2%	8.1%	5.0	70	0.1%
COc1cc(C(=O)NCC(=O)NC(C)CCc2ccccc2)cc(OC)c1OC (stereo not drawn)	6.3%	1.8%	-5.2%	-1.3%	-0.3%	17.4%	1.6%	0.6	51	-0.2%
S=c1[nH]nc(-c2ccc(Cl)cc2)n1/N=C/c1ccco1	-35.9%	.	-0.2%	-11.6%	0.8%	35.9%	28.5%	0.8	62	-0.6%
COCCOC1CCN(C(=O)C2CCC(=O)N(CCc3ccccc3)C2)CC1 (stereo not drawn)	3.2%	1.8%	-3.3%	3.2%	0.1%	14.0%	9.6%	-0.4	58	0.1%
N#Cc1ccccc1S(=O)c1ccccc1C(=O)Nc1ccccc1 (stereo not drawn)	3.9%	1.3%	13.4%	-8.8%	-0.4%	2.0%	-0.5%	-0.8	29	-1.2%
COc1ccc(OCCOC(=O)c2[nH]c(C)c(C(C)=O)c2C)cc1	4.2%	1.8%	8.2%	-16.2%	-0.9%	11.3%	15.0%	-1.7	103	0.3%
O=C(Nc1ccc(-c2nc3ccccc3[nH]2)cc1)c1ccc2c(c1)OCO2	44.4%	-0.7%	-3.7%	-3.4%	2.3%	-3.2%	0.3%	6.4	47	7.0%
CC(CCc1ccccc1)NC(=O)c1ccc(NC(=O)c2ccccc2)cc1 (stereo not drawn)	4.4%	1.0%	23.1%	-3.6%	-0.6%	19.7%	13.8%	-0.4	95	0.2%
CCOc1ccc(C(=O)Nc2c3c(nn2-c2cccc(C)c2C)CS(=O)C3)cc1 (stereo not drawn)	-2.6%	-0.1%	1.4%	3.5%	-0.4%	2.7%	11.7%	0.0	81	0.3%
COc1ccc(OCc2cc(-c3ccc(Cl)cc3)no2)cc1	27.8%	-0.8%	6.8%	.	1.0%	0.0%	5.7%	2.3	54	-0.1%

10 entries already listed, arranged by count of non-hydrogen atoms, highest first:
SMILES	AID2073	RSV CPE inhibition	SIAH1 antagonists	Dengue-2 NS5 capping	West Nile virus CPE	Large T inhibition	MgcRacGAP inhibition	NTR1 ag	NTR1 ag cell count 20 µM	UTI89 phage lysis	others
COc1cccc2c1OC1(C)CC2NC(=O)N1c1cccc(C(=O)Nc2ccc3c(c2)OCCO3)c1 (stereo not drawn)	-2.6%	4.0%	1.2%	-5.9%	?	9.0%	4.5%	-1.8	37	2.4%
CCOC(=O)c1oc2cc(OCC(=O)OC)ccc2c(=O)c1-c1ccc(OC)c(OC)c1	6.2%	1.4%	2.3%	-6.3%	0.8%	22.2%	8.1%	5.0	70	0.1%
CCn1c(CNC(=O)COc2c(C)cccc2C)nnc1SCC(=O)Nc1nccs1	19.3%	-0.2%	3.0%	-8.2%	-0.8%	-1.1%	8.6%	0.6	69	8.3%
CCOc1ccc(C(=O)Nc2c3c(nn2-c2cccc(C)c2C)CS(=O)C3)cc1 (stereo not drawn)	-2.6%	-0.1%	1.4%	3.5%	-0.4%	2.7%	11.7%	0.0	81	0.3%
COc1cccc(-c2sc3ccc(OC)cc3c2-c2ccc(OC)cc2F)c1	.	3.1%	.	-4.0%	.	.	0.0%	5.4	54	0.1%
O=C(Nc1ccc(-c2nc3ccccc3[nH]2)cc1)c1ccc2c(c1)OCO2	44.4%	-0.7%	-3.7%	-3.4%	2.3%	-3.2%	0.3%	6.4	47	7.0%
N#Cc1ccccc1S(=O)c1ccccc1C(=O)Nc1ccccc1 (stereo not drawn)	3.9%	1.3%	13.4%	-8.8%	-0.4%	2.0%	-0.5%	-0.8	29	-1.2%
COc1ccc(OCCOC(=O)c2[nH]c(C)c(C(C)=O)c2C)cc1	4.2%	1.8%	8.2%	-16.2%	-0.9%	11.3%	15.0%	-1.7	103	0.3%
COc1ccc(OCc2cc(-c3ccc(Cl)cc3)no2)cc1	27.8%	-0.8%	6.8%	.	1.0%	0.0%	5.7%	2.3	54	-0.1%
S=c1[nH]nc(-c2ccc(Cl)cc2)n1/N=C/c1ccco1	-35.9%	.	-0.2%	-11.6%	0.8%	35.9%	28.5%	0.8	62	-0.6%
